D1 ag: agonists of human D1 dopamine receptor; 360,000 tested, 1% active; P21728; activation, % at 2 µM; HEK293 T-REx D1 cells, calcium flux, agonist mode; AID 504660; in the data active means activation above about 30%; further: 0% is about no effect
Target sequence (P21728 whole entry, looked up): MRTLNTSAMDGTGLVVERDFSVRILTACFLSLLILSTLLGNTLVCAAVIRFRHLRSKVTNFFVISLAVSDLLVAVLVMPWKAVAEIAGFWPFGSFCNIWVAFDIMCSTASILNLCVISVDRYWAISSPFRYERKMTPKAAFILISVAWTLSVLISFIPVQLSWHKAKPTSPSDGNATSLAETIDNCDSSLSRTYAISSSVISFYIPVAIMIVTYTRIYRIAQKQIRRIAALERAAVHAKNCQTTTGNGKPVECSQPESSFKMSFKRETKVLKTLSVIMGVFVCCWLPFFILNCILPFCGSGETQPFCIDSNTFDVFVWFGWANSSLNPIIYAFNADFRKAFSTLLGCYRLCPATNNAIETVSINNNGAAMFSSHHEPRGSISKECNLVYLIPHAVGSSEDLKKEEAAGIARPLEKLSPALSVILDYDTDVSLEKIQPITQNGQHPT
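Inducible HEK293 T-REx D1 cells, force-coupled to calcium signalling, were plated at 4000 cells/well with tetracycline and held overnight at 30 C. After no-wash calcium dye loading, compound-evoked calcium rise over 180 s flagged agonists.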
D2 potentiator: D2 dopamine receptor (human) potentiation; P14416; HEK293 T-REx D2, calcium flux, EC20 dopamine potentiation; potentiation, % at 10 µM; 340,000 tested, 0.34% active; AID 485347;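 active means potentiation over 3 SD above the plate norm, cut at about 30% in these data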; further: 0% is about no effect
Target sequence (P14416 whole entry, looked up): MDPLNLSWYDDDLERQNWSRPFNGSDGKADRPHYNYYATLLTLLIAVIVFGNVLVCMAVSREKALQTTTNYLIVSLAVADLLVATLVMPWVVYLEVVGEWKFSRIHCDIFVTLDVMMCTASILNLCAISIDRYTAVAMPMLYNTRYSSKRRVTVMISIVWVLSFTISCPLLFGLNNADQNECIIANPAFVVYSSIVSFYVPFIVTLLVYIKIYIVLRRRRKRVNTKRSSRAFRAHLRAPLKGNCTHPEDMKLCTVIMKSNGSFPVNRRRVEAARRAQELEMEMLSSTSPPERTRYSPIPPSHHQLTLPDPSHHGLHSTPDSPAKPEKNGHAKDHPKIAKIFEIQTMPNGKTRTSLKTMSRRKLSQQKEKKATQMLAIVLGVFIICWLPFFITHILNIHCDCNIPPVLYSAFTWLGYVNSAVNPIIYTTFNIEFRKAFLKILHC
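Using a no-wash calcium dye in inducible, force-coupled HEK293 Trex cells expressing D2, we tracked fluorescence each second for 180 s after compound, then for 180 s after EC20 dopamine to detect augmented signalling.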
RXFP1 antagonist: antagonists of human relaxin receptor RXFP1; 350,000 tested, 0.59% active; Q9HBX9; activity change, negative = inhibition, % at 57.5 µM; HEK293-RXFP1, relaxin-stimulated cAMP HTRF, 30 min; hits give low values;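 active means activity change of -60% or lower, but not beyond a set lower limit; inconclusive means change between -60% and -40%, or beyond the set limit; inactive means change above -40%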; further: on the % scale 0 is the no-effect control and ±100 the full control effect
D2 antagonist: antagonists of human D2 dopamine receptor. P14416. HEK293 TREx D2 cells, calcium flux, dopamine EC80. inhibition, % at 10 µM. 340,000 tested, 2% active. AID 485344; in the data active means inhibition above about 30%; further: 0% is about no effect
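Calcium mobilization kinetics were recorded at 1 s intervals in tetracycline-induced HEK293 T-REx D2 cells, first for 180 s after compound addition and then 180 s after EC80 dopamine.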
D1 antag: human D1 dopamine receptor antagonism; P21728; HEK293 TREx D1 cells, calcium flux, dopamine EC80; hits give low values; activity change, negative = inhibition, % at 10 µM; 360,000 tested, 3.2% active; in the data active means activity change below about -30%; further: on the % scale 0 is the no-effect control and ±100 the full control effect
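HEK293 T-REx cells expressing inducible, force-coupled D1 receptor; no-wash Ca dye, 30–90 min RT. Cmpd → 180 s read at 1 Hz → EC80 DA → 180 s read.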
TRHR enhancer: TRH receptor (human) allosteric enhancement; P34981; TRHR cells, fluo-8 calcium fluorescence, EC20 TRH enhancement; enhancement, % at 2 µM; 360,000 tested, 0.66% active; AID 493056; in the data active means enhancement above about 30%; further: 0% is about no effect
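TRHR-expressing cells loaded with fluo-8 calcium dye were read kinetically (ex 480/em 530) during compound addition, then stimulated with an EC20 of TRH (10 nM final). Enhancement of the Gq-mediated intracellular calcium response was scored.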
D2 ag: agonists of human D2 dopamine receptor; P14416; HEK293 T-REx D2 cells, calcium flux agonist mode; activation, % at 2 µM; 340,000 tested, 0.53% active;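 active means activation over 3 SD above normal in the single-dose calcium agonist read, cut at about 30% in these data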; further: 0% is about no effect
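Agonism is scored from calcium flux in a force-coupled, inducible HEK293 cell line expressing D2, read kinetically for 180 s after compound addition against dopamine controls.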
D1 potentiator: human D1 dopamine receptor positive modulation; P21728; HEK293 TREx D1 cells, calcium flux, dopamine EC20 potentiation; potentiation, % at 10 µM; 360,000 tested, 0.036% active; AID 504651; in the data active means potentiation above about 30%; further: 0% is about no effect
RXFP1 agonist: agonists of human relaxin receptor RXFP1. HEK293T-RXFP1 cAMP TR-FRET, 30 min; response scale: percent of porcine relaxin response, buffer zero. Potency, µM (highest dose often 57.5 µM), inactives show top-dose activation, most hits filed as activators. 370,000 tested, 0.3% active. AID 2676; active means well fitted activation curve with a large enough effect; inconclusive means small, poorly fitted or top-dose-only effect; further: potency means the concentration at half of the fitted maximal effect; on the % scale 0 is the no-effect control and ±100 the full control effect; nearly all actives have a fitted effect of over 60% in size; many of its hits are not listed in these tables
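Agonist response is measured as cAMP accumulation in an RXFP1-transfected HEK293T line under PDE4 inhibition. Values are scaled between buffer-only and 29 nM porcine relaxin, and EC50s come from standard Hill equation fits.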
* = called active by the depositor; ? = inconclusive; / = no result given. This is a subset (hit frequency here may not be typical).

#	structure	D2 ag	RXFP1 antagonist	RXFP1 agonist	D1 ag	D2 antagonist	D1 antag	D2 potentiator	D1 potentiator	TRHR enhancer
1	CC1(C)CC(=O)C=C(Nc2ccc([N+](=O)[O-])cc2)C1	/	5	-1.4%	2	/	2	/	-2	-2
2	O=C1CCCc2c1[nH]c1ccccc21	0.6	3	0.5%	0	-6	-8	4	-2	0
3	O=C(OCC(=O)N1CCOCC1)c1c(Cl)ccc(Cl)c1Cl	-0.5	-1	2.3%	1	1	12	5	-8	1
4	O=C1NCCCC1C(=O)N/N=C/c1ccccc1[N+](=O)[O-] (stereo not given)	0.5	-12	1.4%	3	-9	5	11	4	7
5	COc1cc(C(=O)Nc2ccc3c(c2)Cc2cc(NC(=O)c4cc(OC)c(OC)c(OC)c4)ccc2-3)cc(OC)c1OC	-0.5	5	2.0%	0	-8	-17	5	1	13
6	COc1cc(C(=O)NNC(=O)Cc2ccc(S(=O)(=O)N3CCOCC3)s2)cc(OC)c1OC	/	-11	-1.0%	4	/	-1	1	0	-3
7	CC(OC(=O)c1ccc(NC(=O)CC#N)cc1)C(=O)NC(=O)NC1CCCCC1 (stereo not given)	1.0	-16	2.9%	4	0	-32*	5	7	0
8	O=C(NCc1ccccc1Br)c1ccncc1	-1.2	7	0.5%	4	-7	-23	-6	-6	-7
9	COc1ccccc1CN1CCC(CNC(=O)c2cnn(-c3cccc(Cl)c3)c2C2CCN(C(=O)OC(C)(C)C)CC2)CC1	1.5	-12	-0.6%	10	/	4	/	-2	5
10	Cc1[nH]c2ccccc2c1C(=O)COC(=O)C(C)C	0.7	6	0.2%	-1	5	/	18	-2	3
11	CCOC(OCC)P(=O)(c1ccccc1)c1ccccc1	0.3	2	-1.1%	0	4	2	11	5	-1
12	C/C(CC(=O)Nc1cccc2c1CCCC2)=N\NC(=O)COc1ccccc1	-1.4	6	-1.2%	0	-24	0	-14	-3	4
13	COC(=O)c1cc(C#N)c(N2CCN(C)CC2)nc1C	0.3	4	1.3%	1	7	6	-20	-1	-3
14	O=C(CN1C(=O)NC(c2ccccc2)(c2ccccc2)C1=O)NCc1ccccc1	0.0	-10	0.7%	0	9	17	15	6	-4
15	CCn1cc2nc(SCC(=O)Nc3ccccc3F)n(Cc3ccccc3)c(=O)c2n1	0.5	-3	1.7%	2	-7	28	8	-1	-4
16	CCCCN(C)C1CCN(C(=S)Nc2ccc(OCC)cc2)CC1	-0.1	4	-0.4%	-4	7	11	-1	18	-2
17	COc1ccc(CCNC(=O)c2cnc3ccc(C)cn3c2=O)cc1OC	0.1	0	?	1	/	11	2	-4	-3
18	O=C(O)/C=C/C(=O)Nc1ccc(Cc2ccc(NC(=O)/C=C/C(=O)O)cc2)cc1	0.1	-7	0.0%	3	-5	-2	1	2	-3
19	O=C(Cc1sc(-c2ccccc2)nc1-c1ccccc1)Nc1ccccc1	0.4	-15	-0.9%	1	5	6	-10	-6	-2
20	COc1ccc(C2(c3ccc(OC)cc3)NC(=O)N(CC(=O)NCC(F)(F)F)C2=O)cc1	1.9	5	-0.1%	9	-1	-1	4	/	3
21	Cc1cc(C)n(CC(=O)N/N=C/c2cc(Br)cc([N+](=O)[O-])c2O)n1	1.0	10	0.1%	0	-11	-6	4	3	0
22	CCOc1cc(/C=N/NC(=O)c2cccs2)cc([N+](=O)[O-])c1O	0.1	-11	-3.7%	0	-1	-4	-2	-4	6
23	COc1ccc(-c2cccc(NS(=O)(=O)c3ccc([N+](=O)[O-])cc3)c2)nn1	7.3	6	-1.1%	8	-5	4	12	-1	-3
24	CCCN(CCC)C(=O)C1c2ccccc2Oc2ccccc21	-1.0	2	2.2%	7	4	-4	1	2	-8
25	CCC(=O)Nc1ccc(C(=O)NNC(=O)COc2cccc(C)c2)cc1	0.9	-5	0.5%	2	0	2	1	-7	3
26	CC1=NN(C(C#N)c2ccccc2)C(c2ccccc2)C1 (stereo not given)	-1.5	0	-4.7%	1	1	7	22	-1	6
27	CC1Cc2ccccc2N1C(=O)c1ccc2nccnc2c1 (stereo not given)	/	0	0.5%	3	/	-12	/	1	13
28	O=[N+]([O-])c1cc(-c2nnc(-c3ccccc3)o2)ccc1Oc1ccc(Cl)cc1	1.8	-11	0.6%	1	-9	-10	13	5	2
29	CCN(CC)c1ccc(C2C(C(N)=O)=C(C)Nc3nc(SCc4ccccc4)nn32)cc1 (stereo not given)	/	/	3.8%	0	/	-16	5	0	4
30	O=C1N/C(=N/N=C/c2ccccc2O)SC1Cc1ccc(F)cc1 (stereo not given)	-0.5	-23	-0.8%	2	22	1	8	-4	7

Full records, looked up by structure:
Results for `O=C(OCC(=O)N1CCOCC1)c1c(Cl)ccc(Cl)c1Cl` = D2 ag: -0.5; RXFP1 antagonist: -1; RXFP1 agonist: 2.3%; D1 ag: 1; D2 antagonist: 1; D1 antag: 12; D2 potentiator: 5; D1 potentiator: -8; TRHR enhancer: 1
Results for `COc1ccccc1CN1CCC(CNC(=O)c2cnn(-c3cccc(Cl)c3)c2C2CCN(C(=O)OC(C)(C)C)CC2)CC1` = D2 ag: 1.5; RXFP1 antagonist: -12; RXFP1 agonist: -0.6%; D1 ag: 10; D2 antagonist: /; D1 antag: 4; D2 potentiator: /; D1 potentiator: -2; TRHR enhancer: 5
Results for `COc1cc(C(=O)Nc2ccc3c(c2)Cc2cc(NC(=O)c4cc(OC)c(OC)c(OC)c4)ccc2-3)cc(OC)c1OC` = D2 ag: -0.5; RXFP1 antagonist: 5; RXFP1 agonist: 2.0%; D1 ag: 0; D2 antagonist: -8; D1 antag: -17; D2 potentiator: 5; D1 potentiator: 1; TRHR enhancer: 13

Further structures follow.
#	structure	D2 ag	RXFP1 antagonist	RXFP1 agonist	D1 ag	D2 antagonist	D1 antag	D2 potentiator	D1 potentiator	TRHR enhancer
31	Cc1cnc(C(=O)OCc2ccc(Br)cc2)cn1	-3.0	-3	0.3%	1	-16	12	/	2	6
32	N/C(=N\OC(=O)c1cccc2ccccc12)c1ccccn1	-0.6	-25	7.5%	2	2	-9	-7	-8	-1
33	Nc1cc(N)nc(SCC(=O)N2CCCCC2)n1	0.8	-7	0.1%	3	-11	6	7	-3	-8
34	COc1cc2ccnc(Cc3cccc(OC)c3OC)c2cc1OC	1.4	2	1.2%	12	-4	-44*	0	-1	12
35	NC(=NC1CCCCC1)c1ccc([N+](=O)[O-])cc1	/	2	2.7%	5	/	3	/	-1	8
36	CCn1c(=O)c(C(=O)NCc2ccc(OC)cc2)c(O)c2ccccc21	1.1	-1	2.7%	3	1	10	11	5	3
37	Cc1cc(C(F)F)n2nc(C(=O)Nc3sc4c(c3C#N)CCC(C)C4)nc2n1 (stereo not given)	/	-15	2.4%	1	/	0	/	-7	5
38	COc1cccc(Cn2nc3c4cc(F)ccc4n(Cc4ccc(F)cc4)cc-3c2=O)c1	-0.7	-4	0.0%	0	-8	-14	6	-5	-1
39	Cc1ccc(CNS(=O)(=O)c2ccc3c(c2)n(C)c(=O)n3C)cc1	3.1	-1	-2.3%	11	0	-1	14	3	0
40	Cc1[nH]nc2c1C(c1ccc(F)cc1)C(C#N)=C(N)O2 (stereo not given)	0.2	1	2.1%	5	-13	-4	0	-4	-6
41	Cn1c(=O)c([N+](=O)[O-])c(NCCCn2ccnc2)c2ccccc21	-0.1	-2	16%	2	2	-5	-7	2	-6
42	S=c1[nH]nc(-c2cc(-c3ccccc3)n[nH]2)n1/N=C/C(Br)=C/c1ccccc1	1.4	?	-0.8%	0	9	7	2	-6	6
43	O=[N+]([O-])c1cccnc1Oc1ccc(C2SCCS2)cc1	-0.2	-4	-0.6%	8	12	8	9	-7	1
44	O=c1[nH]c(CCl)nc2cc(-c3ccc(F)cc3)sc12	0.2	-9	4.8%	4	1	1	2	/	4
45	O=C1/C(=C/c2ccncc2)SC(=S)N1C1CCS(=O)(=O)C1 (stereo not given)	-0.5	-11	-4.2%	1	11	-6	0	-1	1
46	O=C(NNC(=O)c1ccc2c(c1)OCO2)NC1CCCCC1	0.1	/	4.8%	2	29	-1	11	-3	-7
47	Cc1ccsc1/C=N/NC(=O)c1nnn(-c2nonc2N)c1-c1ccc2c(c1)OCO2	1.2	-16	-0.4%	5	2	0	-6	0	5
48	CC(=O)Nc1ccc(NC(=O)COC(=O)C2c3ccccc3Oc3ccccc32)cc1	0.4	3	-0.3%	-2	-11	/	1	0	1
49	CCOc1ccc(NC(=O)C2CC(=O)OC2c2ccccc2)cc1 (stereo not given)	-0.1	0	0.6%	4	-10	-10	1	-4	-1
50	CC(C)c1ccc(NC(=O)C2CCN(S(C)(=O)=O)CC2)cc1	0.3	5	1.8%	1	-6	7	1	-4	-6
51	C=CCN(C)NC(=O)Nc1ccccc1	-0.5	?	-0.1%	0	3	-1	1	-4	0
52	Cc1ccc(C(=O)OC(C)C(=O)NC(C)CCc2ccccc2)o1 (stereo not given)	0.2	6	0.4%	0	-35	8	11	-8	-5

Some of these compounds in order of the D2 antagonist value, low to high:
no.	mol	D2 antagonist
48	CC(=O)Nc1ccc(NC(=O)COC(=O)C2c3ccccc3Oc3ccccc32)cc1	-11
2	O=C1CCCc2c1[nH]c1ccccc21	-6
16	CCCCN(C)C1CCN(C(=S)Nc2ccc(OCC)cc2)CC1	7

A section from the list above, as a working copy:
#	structure	D2 ag	RXFP1 antagonist	RXFP1 agonist	D1 ag	D2 antagonist	D1 antag	D2 potentiator	D1 potentiator	TRHR enhancer
50	CC(C)c1ccc(NC(=O)C2CCN(S(C)(=O)=O)CC2)cc1	0.3	5	1.8%	1	-6	7	1	-4	-6
51	C=CCN(C)NC(=O)Nc1ccccc1	-0.5	?	-0.1%	0	3	-1	1	-4	0
52	Cc1ccc(C(=O)OC(C)C(=O)NC(C)CCc2ccccc2)o1 (stereo not given)	0.2	6	0.4%	0	-35	8	11	-8	-5

Screen by screen, as entered above:
Entries 45–49 in RXFP1 antagonist: -11, /, -16, 3, 0
Entries 45–49 in D2 potentiator: 0, 11, -6, 1, 1
Entries 45–49 in D1 ag: 1, 2, 5, -2, 4

Bioassay records deposited in PubChem by National Center for Advancing Translational Sciences (NCATS).
